# Compound activity (PubChem BioAssay)
# BLM inh: inhibitors of human Bloom syndrome helicase BLM; 0.2% of 350,000 active; recombinant BLM DNA unwinding, fluorescence dequenching; AID 2528; Potency, µM (doses to about 56.1 µM), for inactives: at the highest dose activity change, negative = inhibition, actives largely listed as inhibitors;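 also: potency is read from the fitted curve at half-maximal effect; plate controls were vehicle for no effect and no enzyme for full effect; nearly all actives have a fitted effect of over 35% in size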
# RXFP1 antagonist: antagonists of human relaxin receptor RXFP1; Q9HBX9; HEK293-RXFP1, relaxin-stimulated cAMP HTRF, 30 min; stronger effect = lower value; activity change, negative = inhibition, % at 57.5 µM; 0.59% of 350,000 active; AID 1259400;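 active = activity change of -60% or lower, but not beyond a set lower limit; inconclusive = change between -60% and -40%, or beyond the set limit; inactive = change above -40%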; also: % is scaled to controls: 0 for no effect and ±100 for the full control effect
# POLK inh: inhibitors of human DNA polymerase kappa | purified Pol kappa, fluorescent DNA synthesis assay, 10 min | Potency, µM (titrated, usually from 107 µM), inactives show at the top dose activity, negative = inhibition, actives largely listed as inhibitors | 0.53% of 400,000 active | Q9UBT6; also: potency is read from the fitted curve at half-maximal effect; % is scaled to controls: 0 for no effect and ±100 for the full control effect
# Target sequence (Q9UBT6 whole entry, looked up): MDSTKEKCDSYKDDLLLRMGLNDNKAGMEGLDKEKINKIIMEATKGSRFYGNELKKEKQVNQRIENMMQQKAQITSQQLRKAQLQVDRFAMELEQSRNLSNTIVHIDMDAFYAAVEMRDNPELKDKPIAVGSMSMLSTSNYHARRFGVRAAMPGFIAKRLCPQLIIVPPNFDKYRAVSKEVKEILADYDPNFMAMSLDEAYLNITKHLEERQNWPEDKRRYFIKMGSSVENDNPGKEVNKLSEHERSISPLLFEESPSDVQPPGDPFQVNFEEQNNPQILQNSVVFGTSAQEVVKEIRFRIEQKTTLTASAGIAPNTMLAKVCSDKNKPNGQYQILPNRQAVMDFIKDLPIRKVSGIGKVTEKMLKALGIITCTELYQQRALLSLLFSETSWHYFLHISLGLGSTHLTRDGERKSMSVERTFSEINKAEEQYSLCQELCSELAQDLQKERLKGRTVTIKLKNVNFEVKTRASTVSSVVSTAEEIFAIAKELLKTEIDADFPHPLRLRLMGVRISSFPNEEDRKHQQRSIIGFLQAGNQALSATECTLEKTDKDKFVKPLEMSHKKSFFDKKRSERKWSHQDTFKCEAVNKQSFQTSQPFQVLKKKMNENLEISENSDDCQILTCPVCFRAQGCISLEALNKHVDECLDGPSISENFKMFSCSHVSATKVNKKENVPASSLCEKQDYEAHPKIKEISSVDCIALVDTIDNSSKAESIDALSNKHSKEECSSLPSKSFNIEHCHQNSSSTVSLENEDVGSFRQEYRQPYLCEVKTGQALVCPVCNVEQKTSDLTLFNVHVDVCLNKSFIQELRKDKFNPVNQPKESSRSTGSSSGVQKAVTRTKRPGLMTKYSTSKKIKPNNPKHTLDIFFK
#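 10 nM Pol kappa was preincubated with compounds for 15 min at room temperature. Reaction started with 50 nM (final) substrate. Fluorescence read kinetically at 0 and 10 min.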
# POLH inh: inhibitors of human DNA polymerase eta. Q9Y253. recombinant Pol eta, fluorescent DNA replication assay. Potency, µM (top dose mostly 114 µM), for inactives: top-dose activity change, negative = inhibition, most hits filed as inhibitors. 1.2% of 390,000 active. AID 588591; also: potency is read from the fitted curve at half-maximal effect; % is scaled to controls: 0 for no effect and ±100 for the full control effect
#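 Pol eta at 10 nM preincubated with compounds 15 min at room temperature; reaction started with fluorescent substrate (50 nM final) and read kinetically at 0 and 10 min.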
# Anesthetic bind: candidate novel general anesthetic via apoferritin binding; 0.074% of 350,000 active; apoferritin/1-aminoanthracene competitive binding, fluorescence; Potency, µM (highest dose often 77.5 µM), for inactives: at the top dose activity change, negative = displacement, most hits filed as inhibitors; P02791; also: potency is read from the fitted curve at half-maximal effect; % is scaled to controls: 0 for no effect and ±100 for the full control effect; nearly all actives have a fitted effect of over 20% in size
# Target sequence (P02791 2-175 limits assumed): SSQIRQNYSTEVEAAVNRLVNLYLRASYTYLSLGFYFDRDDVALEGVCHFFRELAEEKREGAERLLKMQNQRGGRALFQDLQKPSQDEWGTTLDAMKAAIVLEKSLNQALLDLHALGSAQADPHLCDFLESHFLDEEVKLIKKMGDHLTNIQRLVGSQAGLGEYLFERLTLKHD
#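 In PBS, apoferritin at 10 uM is loaded with 1-AMA from a 50% saturated solution. After 10 min of compound exposure at ambient temperature, reduced 535 nm fluorescence indicates probe displacement.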
# Tb PGK inh: T. brucei PGK inhibition | P07378 | PGK/GAPDH coupled, Kinase-Glo luminescence, 60 min | Potency, µM (doses to about 57.5 µM), inactives show at the top dose activity change, negative = inhibition, actives largely listed as inhibitors | 0.043% of 380,000 active | AID 602233; also: potency is read from the fitted curve at half-maximal effect; % is scaled to controls: 0 for no effect and ±100 for the full control effect; nearly all actives have a fitted effect of over 60% in size
#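 Recombinant glycosomal PGK reaction used 1,3-bisphosphoglycerate generated in-well by GAPDH (100nM final) in 100mM TEA pH 7.6, 5mM MgCl2, 0.01% Tween-20. After 60 minutes at room temperature, ATP was read by Kinase-Glo Plus luminescence end-point.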
# Pol iota inh: inhibitors of human DNA polymerase iota | 1% of 390,000 active | Q9UNA4 | Potency, µM (titrated, usually from 115 µM), without a hit: at the highest dose activity, negative = inhibition, usual class: inhibitors | Pol iota fluorescent replication assay, 10 min; also: potency is read from the fitted curve at half-maximal effect
#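 Pol iota at 10 nM preincubated 15 min with compounds at room temperature; reaction started with fluorescent substrate, 50 nM final. Fluorescence read kinetically at 0 and 10 min; buffer-only wells as negative control.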
# Pol beta inh: inhibitors of human DNA polymerase beta; Potency, µM (series often up to 114 µM), for the others: top-dose activity change, negative = inhibition, most hits filed as inhibitors; P06746; Pol beta primer extension/strand displacement, fluorescence kinetic; 1.3% of 340,000 active; also: potency is read from the fitted curve at half-maximal effect; % is scaled to controls: 0 for no effect and ±100 for the full control effect
#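 Preincubation: enzyme (10 nM) with compound, 15 min, RT. Reaction: substrate added to 50 nM final. Reads: 0 and 10 min. Analysis: normalized, Hill fit.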
# APEX1 inh: blocks human APE1 abasic DNA cleavage. Potency, µM (doses to about 65.8 µM), for the others: at the highest dose activity change, negative = inhibition, actives largely listed as inhibitors. 0.35% of 350,000 active. recombinant APE1, TAMRA/BHQ-2 abasic DNA cleavage fluorescence. AID 2517. P27695;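 also: potency is read from the fitted curve at half-maximal effect; plate controls were vehicle for no effect and reference inhibitor for full effect; nearly all actives have a fitted effect of over 55% in size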
#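 Enzyme (0.75 nM final) and test compound are incubated 15 min at room temperature before adding 50 nM quenched THF abasic-site duplex. Cleavage dequenches TAMRA, followed at 525/598 nm over three reads one minute apart.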
# * = called active by the depositor; i = inactive; u = inconclusive; x = no result given; & = joins results of further samples; [ ] = remark or other dose. Unless noted, calls follow the shape of the dose curve; as a rule, active = well fitted curve in the direction sought with a large enough effect; inconclusive = small, poorly fitted or top-dose-only effect, or another doubt; inactive = no such curve, though single readings can be large; an effect the other way counts as inactive or inconclusive. These rows are one share of the data. The share of hits here may be higher or lower than overall.
SMILES,BLM inh,RXFP1 antagonist,POLK inh,POLH inh,Anesthetic bind,Tb PGK inh,Pol iota inh,Pol beta inh,APEX1 inh
CCc1nc2ccccc2c(C(=O)OCC(=O)NC(=O)c2cccn2C)c1C,-9%,-4,4%,-13%,0%,-1%,21%,-25%,-12%
CC1c2cccn2CCN1S(=O)(=O)c1ccc(F)cc1 (stereo not given),x,14,-6%,-11%,x,-10%,17%,x,10%
Nc1nonc1-n1nnc(C(=O)N/N=C/c2ccc(F)cc2)c1-c1ccc2c(c1)OCO2,2%,-24,-1%,-4%,3%,-1%,-19%,-13%,16%
COc1ccc(-c2csc(-c3ccc(C(=O)O)cc3)n2)cc1,-4%,-4,-10%,12%,3%,i,-7%,24%,9%
Cc1cc(C(=O)OCC(=O)Nc2ccc(S(N)(=O)=O)cc2)c2ccccc2n1,-11%,15,1%,0%,-10%,-3%,-3%,2%,-1%
Cc1ccc(NC(=O)C(NCc2ccccn2)c2ccccc2)cc1 (stereo not given),0%,-14,-17%,-5%,-19%,1%,135%[activator],32%,-5%
CC1(C)CC2(CC(C)(C)N1)OC(=O)N1CCc3ccccc3C12C (stereo not given),1%,-11,19%,-18%,-11%,-5%,18%,-12%,1%
O=C(c1ccc2ccccc2n1)N(CCO)Cc1ccccc1,2%,0,2%,-6%,-10%,0%,20%,38%,-1%
CC(NC(=O)COC(=O)C1CCN(c2ccc(C(F)(F)F)cn2)CC1)c1ccc(Br)cc1 (stereo not given),-10%,-24,-8%,u,2%,-8%,-24%,-10%,34%
O=C(/C=C\Nc1ccc2c(c1)OCO2)c1ccccn1,-3%,x,-13%,-22%,33%[activator],u,-7%,13%,-3%
O=C(O)C1Cc2ccccc2CN1C(=O)COc1ccc(Cl)cc1Cl (stereo not given),-2%,-5,-42%,25µM*,-2%,10%,12%,u,u
COc1ccc(CCNC(C)=O)cc1,0%,-2,3%,-10%,-5%,18%,21%,8%,1%
O=C(COC(=O)CNC(=O)c1cccc(Br)c1)Nc1nnc(-c2ccccc2)o1,x,3,-9%,-13%,x,-3%,-20%,x,-15%
CCCn1c(SCC(=O)N2CCCC(C)C2)nnc1-c1cccnc1 (stereo not given),-8%,-11,0%,-10%,-6%,3%,52%[activator],0%,8%
CC(C)(CC(=O)O)Cc1nc(-c2ccc(Cl)cc2)no1,1%,x,-8%,0%,-8%,-7%,-9%,24%,-5%
COc1cccc(NC(=S)NN=C2CCC(C(C)(C)C)CC2)c1 (stereo not given),-6%,-22,-17%,-3%,u,0%,140%[activator],-19%,-2%
COc1ccccc1CC(=O)N1CCCc2ccccc21,0%,-10,-5%,-6%,u,6%,15%,-6%,1%
COc1ccc(S(=O)(=O)N(C)c2ccc(C(=O)N3CCCCC3)cc2)cc1,-4%,5,1%,-4%,-9%,-7%,31%[activator],25%,14%
COC(=O)Cc1c(C)c2ccc(OCC(=O)N3CCC(C)CC3)c(C)c2oc1=O,0%,-3,-5%,-3%,-23%,4%,21%,-1%,2%
COc1cc(CNCC(C)C)cc(Br)c1OCC(=O)Nc1ccccc1,-11%,-13,1%,-5%,-14%,-13%,2%,-7%,0%
CCn1c(C)nc2cc(C#N)ccc21,0%,-6,-8%,-13%,-3%,-6%,112%[activator],5%,1%
O=C(NCCc1ccc(Cl)cc1)C1CCN(C(=O)N2CCOc3ccccc32)CC1,1%,0,-6%,-11%,-13%,-7%,-6%,-9%,28%
CCCCCCCCCCCCCCCC(O)C[N+](C)(C)CCO (stereo not given),x,-18,-8%,-24%,x,i,8%,x,x
O=C(CCn1cccc1)NC1CCCc2ccccc21 (stereo not given),-2%,x,2%,-11%,-13%,i,1%,35%,-1%
CCOn1c(=O)c(=O)n(OC)c2ccccc21,-3%,0,-3%,-9%,-7%,-8%,-12%,8%,0%
O=C(NCc1ccccc1Cl)C1CCN(C(=O)c2sccc2-n2cccc2)CC1,2%,-15,6%,-19%,-11%,3%,55%[activator],0%,3%
Cc1ccc(S(=O)(=O)N2CCN(C(=O)CCn3cncn3)CC2)cc1C,-3%,-4,6%,-18%,-11%,i,114%[activator],29%,9%
N#Cc1cc(C(=O)c2cc(Br)ccc2O)cn(C2CC2)c1=O,-13%,-14,-9%,-15%,u,-12%,5%,u,-4%
COc1ccc(S(=O)(=O)N(C)CC(=O)N2CCC(C(N)=O)CC2)cc1,-1%,-19,-3%[60.1 µM],3%,3%,-8%,27%,u,-4%
CC1Cc2ccccc2C(=O)N1 (stereo not given),1%,2,-10%,-13%,-9%,-7%,13%,13%,-3%
Cn1cccc1Cc1nnc(SCC(=O)Nc2cccc(F)c2)n1CCc1ccccc1,1%,-18,4%,-9%,-12%,i,-18%,-1%,-3%
Cc1ccc(Cn2c(=N)c(S(=O)(=O)c3ccc(Br)cc3)cc3c(=O)n4ccccc4nc32)cc1,0%,-6,5%,0%,-3%,-1%,-1%,34%,49%[activator]
CNC(=S)N1N=C(c2ccc(OC)cc2)CC1c1ccc(N(C)C)cc1 (stereo not given),-7%,-1,-4%,-11%,58%[activator],7%,2%,0%,6%
CCOC(=O)c1c(C)n(C)c2ccc(OC(=O)c3ccoc3)cc12,-3%,11,-11%[60.1 µM],-9%,-8%,-7%,0%,3%,-2%
CC(=O)Nc1nc(SCC(=O)NCc2ccc(F)cc2)[nH]c(=O)c1NC(=O)c1cccs1,-3%,4,u,-12%,1%,x,-35%,-16%,-1%
O=C(O)Cc1csc(-c2cccc(F)c2)n1,5%,6,-8%,2%,-2%,-2%,32%[activator],3%,3%
Cc1cnc(C(=O)Nc2cc(S(=O)(=O)N3CCOCC3)ccc2N2CCN(C)CC2)cn1,-13%,15,-12%,-10%,4%,-6%,9%,25%,u
CCOc1ccc(OCCC(=O)OCC(=O)Nc2cccc(S(=O)(=O)N3CCCCC3)c2)cc1,x,-2,-6%,-7%,x,5%,-11%,x,x
Cc1ccc(C(=O)N/N=C/c2ccc(-c3ccc(Br)cc3[N+](=O)[O-])o2)o1,-8%,-30,-22%,-5%,-14%,-4%,185%[activator],6%,-2%
COc1ccccc1OCC(=O)OCn1c(SC)nnc(C)c1=O,-5%,-1,-11%,1%,4%,-3%,8%,1%,-10%
CCOC(=O)N1CCN(S(=O)(=O)N2CCCC(C(=O)NCc3ccc(OC)cc3)C2)CC1 (stereo not given),-1%,-1,3%,10%,-8%,-5%,28%,8%,1%
CNC(=S)N(Cc1ccc(Cl)cc1)Cc1cccs1,-10%,-10,-4%,-9%,8%,-2%,-9%,7%,4%
COc1ccc(N2C(=O)C3CCCN3C2c2ccc(F)cc2)cc1Cl (stereo not given),-2%,-8,u,u,-13%,-11%,u,20%,3%
CCSc1nc2ccccc2n1C(=O)c1ccc(S(=O)(=O)N2CCCCC2)cc1,4%,13,-14%,-25%,-21%,-5%,-17%,1%,-4%
O=C(COC(=O)C1CCCO1)Nc1nc(-c2ccc(F)cc2)cs1 (stereo not given),x,-14,-10%,-19%,x,-7%,-3%,x,6%
CCOC(=O)NC(=O)C(=CNc1ccccc1OC)C(=O)NC(=O)OCC,0%,3,-1%,-8%,3%,i,3%,-20%,0%
Cc1ccccc1/C=N/n1c(COc2ccccc2)n[nH]c1=S,-1%,-10,-16%,-19%,1%,4%,45%[activator],38%,10%
COc1ccc(Cl)cc1C(=O)Nc1ccccc1N1CCN(C)CC1,-12%,-2,-18%,-9%,-5%,-3%,7%,-4%,-4%
O=C(CNC(=O)c1ccccc1Cl)OCC(=O)N1CCc2ccccc21,-5%,-8,-1%,-20%,u,-8%,119%[activator],2%,-10%
Cn1cnnc1SCC(=O)Nc1ccc2nc(SCc3ccccc3Cl)sc2c1,-5%,-8,0%,-15%,-2%,-8%,-8%,-1%,2%

# New compounds follow
SMILES,BLM inh,RXFP1 antagonist,POLK inh,POLH inh,Anesthetic bind,Tb PGK inh,Pol iota inh,Pol beta inh,APEX1 inh
COc1ccc(NC(=O)CCSCCc2ccccn2)cc1OC,0%,-13,-4%,-1%,-9%,i,21%,6%,-2%
O=C(Nc1ccc(Cl)c(C(F)(F)F)c1)C(Cc1ccccc1)NS(=O)(=O)c1cccc2nsnc12 (stereo not given),-2%,-17,-9%,-18%,0%,-4%,u,-7%,x
COc1ccc(NC(=O)C(Cc2ccccc2)n2cccc2)cc1OC (stereo not given),-5%&-7%,12&-30,-3%&-19%,-18%&-8%,3%&6%,-8%&-5%,21%&24%,-2%&-10%,1%
CCOC(=O)C1CSC(CC(=O)Nc2ccc(Cl)cc2)C(=O)N1 (stereo not given),1%,-14,-7%[60.1 µM],-1%,-9%,2%,8%,2%,-7%
Cc1ccc(S(=O)(=O)NCCCNC(=O)c2ccccc2)cc1,-2%,-18,-20%,-14%,2%,-8%,3%,9%,-4%
COc1cc(C(N)=O)cc(Br)c1OC,2%,-6,-7%,-4%,-8%,4%,9%,2%,0%
O=C(NCC1CCCO1)C(c1cccnc1)N(C(=O)Cc1cccs1)c1ccccc1 (stereo not given),-5%,25,-9%,-7%,-8%,x,8%,13%,22%

# Filtered by structure, the compounds so far with an aryl thioether with sulfur outside any ring.
SMILES,BLM inh,RXFP1 antagonist,POLK inh,POLH inh,Anesthetic bind,Tb PGK inh,Pol iota inh,Pol beta inh,APEX1 inh
CCCn1c(SCC(=O)N2CCCC(C)C2)nnc1-c1cccnc1 (stereo not given),-8%,-11,0%,-10%,-6%,3%,52%[activator],0%,8%
Cn1cccc1Cc1nnc(SCC(=O)Nc2cccc(F)c2)n1CCc1ccccc1,1%,-18,4%,-9%,-12%,i,-18%,-1%,-3%
CC(=O)Nc1nc(SCC(=O)NCc2ccc(F)cc2)[nH]c(=O)c1NC(=O)c1cccs1,-3%,4,u,-12%,1%,x,-35%,-16%,-1%
COc1ccccc1OCC(=O)OCn1c(SC)nnc(C)c1=O,-5%,-1,-11%,1%,4%,-3%,8%,1%,-10%
CCSc1nc2ccccc2n1C(=O)c1ccc(S(=O)(=O)N2CCCCC2)cc1,4%,13,-14%,-25%,-21%,-5%,-17%,1%,-4%
Cn1cnnc1SCC(=O)Nc1ccc2nc(SCc3ccccc3Cl)sc2c1,-5%,-8,0%,-15%,-2%,-8%,-8%,-1%,2%
